Pol beta inh – qHTS Assay for Inhibitors of DNA Polymerase Beta; Pol beta primer extension/strand displacement, fluorescence kinetic; Potency, µM (highest dose often 114 µM), for the others: at the top dose activity change, negative = inhibition, usual class: inhibitors; 340,000 compounds, 1.3% hits; AID 485314, 2010; also: % is scaled to controls: 0 for no effect and ±100 for the full control effect
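Pol beta (10 nM) was preincubated with compound for 15 min at room temperature. The reaction was then started with 50 nM substrate and read immediately and after a further 10 min at room temperature.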
Pol kappa inh – qHTS for Inhibitors of Polymerase Kappa; DNA polymerase kappa (Homo sapiens), Q9UBT6; purified Pol kappa, fluorescent DNA synthesis assay, 10 min; Potency, µM (top dose mostly 107 µM), for the others: top-dose activity, negative = inhibition, hits mostly inhibitors; 400,000 compounds, 0.53% hits; AID 588579, 2011; also: % is scaled to controls: 0 for no effect and ±100 for the full control effect
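Kinetic fluorescence readout at 0 and 10 min followed reaction start with substrate at 50 nM final. Beforehand, enzyme (10 nM Pol kappa) stood 15 min with compound at room temperature; buffer-only wells were negative controls.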
Anesthetic bind – qHTS Assay for Identification of Novel General Anesthetics. Ferritin light chain (Equus caballus), P02791. apoferritin/1-aminoanthracene competitive binding, fluorescence. Potency, µM (doses to about 77.5 µM), for inactives: top-dose activity change, negative = displacement, most hits filed as inhibitors. 350,000 compounds, 0.074% hits. AID 485281, 2010; also: % is scaled to controls: 0 for no effect and ±100 for the full control effect; nearly all actives have a fitted effect of over 20% in size
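Horse-spleen apoferritin (10 uM) was mixed with 50% saturated 1-aminoanthracene in PBS, exposed to compounds for 10 min at room temperature, and read for fluorescence (ex 380 nm, em 535 nm). Competitive displacement was fitted with a four-parameter Hill equation.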
G9a block – qHTS Assay for Inhibitors of Histone Lysine Methyltransferase G9a; Histone-lysine N-methyltransferase EHMT2 (Homo sapiens), Q96KQ7; G9a H3K9 monomethylation, AlphaScreen, 2 h; Potency, µM (highest dose often 102 µM), for the others: at the top dose activity, negative = inhibition, usual class: inhibitors; 350,000 compounds, 8.8% hits; AID 504332, 2011; also: % is scaled to controls: 0 for no effect and ±100 for the full control effect; nearly all actives have a fitted effect of over 75% in size
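Step 1: enzyme (final 20 nM) with compound, 15 min RT. Step 2: substrate peptide 500 nM and SAM 20 uM, 2 h RT. Step 3: anti-H3K9me1 antibody and AlphaScreen beads, 10 min, then plate read.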
POLH inh – qHTS for Inhibitors of Polymerase Eta. DNA polymerase eta (Homo sapiens), Q9Y253. recombinant Pol eta, fluorescent DNA replication assay. Potency, µM (titrated, usually from 114 µM), for the others: at the highest dose activity change, negative = inhibition, actives largely listed as inhibitors. 390,000 compounds, 1.2% hits. AID 588591, 2011; also: % is scaled to controls: 0 for no effect and ±100 for the full control effect
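Pol eta (10 nM) was preincubated with compounds for 15 min at room temperature, after which fluorescent replication substrate (50 nM final) was added to start the reaction. Fluorescence was read kinetically at 0 and 10 min.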
BAZ2B block – qHTS Assay for Inhibitors of BAZ2B | 360,000 compounds, 4.4% hits | AlphaScreen BAZ2B-H3K14Ac peptide displacement | Potency, µM (highest dose often 114 µM), for inactives: at the highest dose activity change, negative = inhibition, most hits filed as inhibitors | AID 504333, 2011; also: % is scaled to controls: 0 for no effect and ±100 for the full control effect; nearly all actives have a fitted effect of over 60% in size
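AlphaScreen luminescence quantifies BAZ2B engagement of H3K14Ac peptide; the protein and biotinylated peptide are both at 50 nM final, buffer PBS pH 7.4 with 0.01% Tween-20, all steps at room temperature.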
APE1 inh – qHTS Assay for Inhibitors of the Human Apurinic/apyrimidinic Endonuclease 1 (APE1); DNA repair nuclease/redox regulator APEX1 (Homo sapiens), P27695; recombinant APE1, TAMRA/BHQ-2 abasic DNA cleavage fluorescence; Potency, µM (series often up to 65.8 µM), for the others: at the top dose activity change, negative = inhibition, hits mostly inhibitors; 350,000 compounds, 0.35% hits; AID 2517, 2012;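 also: plate controls were vehicle for no effect and reference inhibitor for full effect; nearly all actives have a fitted effect of over 55% in size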
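Quantitative HTS: incision of a TAMRA/BHQ-2 double-stranded substrate bearing a tetrahydrofuran abasic site by 0.75 nM APE1 raises fluorescence. Substrate 50 nM final, added after 15 min compound preincubation at room temperature; progress as third-minus-first kinetic read difference.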
BLM helicase inh – qHTS Assay for Inhibitors of Bloom's syndrome helicase (BLM) | recombinant BLM DNA unwinding, fluorescence dequenching | Potency, µM (highest dose often 56.1 µM), inactives show at the top dose activity change, negative = inhibition, usual class: inhibitors | 350,000 compounds, 0.2% hits | AID 2528, 2010;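 also: plate controls were vehicle for no effect and no enzyme for full effect; nearly all actives have a fitted effect of over 35% in size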
Pol iota inh – qHTS for Inhibitors of Polymerase Iota | AID 588590, 2011 | Potency, µM (series often up to 115 µM), for the others: at the top dose activity, negative = inhibition, usual class: inhibitors | Pol iota fluorescent replication assay, 10 min | 390,000 compounds, 1% hits | DNA polymerase iota (Homo sapiens), Q9UNA4
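Fluorescent replication assay read twice, at 0 min and 10 min after adding 50 nM (final) substrate. Enzyme (10 nM) and compounds were first incubated 15 min at room temperature; enzyme-free buffer wells were negative controls.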
* hit, by the source's call; ? = inconclusive; / = not tested or not shown; & = joins results of further samples; [ ] = another dose, or the depositor's remark. Calls follow the shape of the dose curve; as a rule, active = well fitted curve in the direction sought with a large enough effect; inconclusive = small, poorly fitted or top-dose-only effect, or another doubt; inactive = no such curve, though single readings can be large; an effect the other way counts as inactive or inconclusive. Potency is read from the fitted curve at half-maximal effect.

# | Molecule | Pol iota inh | Anesthetic bind | Pol beta inh | BLM helicase inh | BAZ2B block | APE1 inh | POLH inh | Pol kappa inh | G9a block
1 | Cc1ccc(SCC(=O)Nc2cc(C)on2)cc1 | 35%[activator] | -12% | -1% | -4% | 9% | 8% | ? | -4% | -4%
2 | Cc1cccc(OCc2nc(C#N)c(NCCN(C)C)o2)c1 | 23% | -7% | -2% | 0% | -20% | -7% | -5% | -12% | ?
3 | Nc1cc(-c2nn[nH]n2)ccc1F | ? | -4% | -27% | -1% | -34% | ? | 11µM* | ? | ?
4 | Cc1cc(NC(=O)c2ccc3c(c2)C(=O)N(C(C)(C)C)C3=O)no1 | ? | -4% | 2% | 0% | 4% | 13% | -6% | -6% | -36%
5 | CN(Cc1ccccc1)C(=O)c1[nH]cnc1C(=O)N[C@@H](CCCCNC(=O)OC(C)(C)C)C(=O)OC(C)(C)C | 19% | -16% | -22% | -8% | -17% | -1% | -21% | 1% | 13%[12.7 µM]
6 | CCCCC(=O)Nc1cccc(C(=O)N/N=C/c2ccc(OC)cc2OC)c1 | 13% | -8% | -20% | -4% | -1% | -11% | -12% | -16% | 12%[59 µM]
7 | COC(=O)c1ccc(NS(=O)(=O)c2ccc3c(c2)n(C)c(=O)c(=O)n3C)cc1 | -16% | -6% | 3% | 0% | / | / | -8% | -21% | 5%[59 µM]
8 | O=c1cc(-c2cccc(O)c2)oc2ccc(O)cc12 | / | -15% | / | -12% | / | 1% | / | -11%[60.1 µM] | -28%[2.33 µM]
9 | FC(F)(F)COc1nc(OCC(F)(F)F)nc(N2CCN(c3ccccc3)CC2)n1 | 17% | -16% | 3% | -11% | -3% | -11% | -24% | -8% | ?
10 | COc1cccc(C2/C(=C(/O)c3ccc4c(c3)CC(C)O4)C(=O)C(=O)N2c2nnc(C)s2)c1 (stereo unspecified) | 21% | -17% | 24% | 0% | -25% | 12% | -11% | 7% | 40µM*
11 | CC1=Nc2cc(C(=O)NCC3CCCO3)ccc2Sc2ccc(C)cc21 (stereo unspecified) | 3% | -4% | -6% | 0% | -31% | -15% | 1% | 6% | /
12 | Cc1cccc(C(=O)NCc2nnc(SCC(=O)NC3=NCCS3)n2C)c1 | 47%[activator] | 5% | 1% | -3% | 5% | 98%[activator] | -15% | 4% | -45%
13 | Cc1nc2ccc(NC(=O)[C@@H](NC(=O)c3c(F)cccc3F)C(C)C)cc2s1 | 0% | / | / | / | -8% | 11% | -1% | -6% | 10%[0.501 µM]
14 | CC(=O)Nc1ccc(S(=O)(=O)N2CCN(CC(=O)N3CCOCC3)CC2)cc1 | 92%[activator] | 7% | ? | 1% | 0% | 20% | -19% | -8% | /
15 | O=C1CCc2cc(S(=O)(=O)NCCC(=O)N3CCN(c4cccc(Cl)c4)CC3)ccc2N1 | 9% | -8% | -11% | -9% | -5% | -7% | -3% | -9% | -2%[59 µM]
16 | C=Cc1ccc(Cn2nc(-c3ccccc3)ccc2=O)cc1 | 1% | -8% | ? | -7% | 51%[activator] | -26% | -3% | -3% | 149%[activator]
17 | O=C(CN1CCC(NC(=O)c2ccc(Br)cc2)CC1)NCc1cccs1 | -14% | -4% | 0% | -2% | -3% | -1% | 5% | -8% | ?
18 | CCC(=O)N1CCN(c2nnc(-c3ccccc3)c3ccccc23)CC1 | 168%[activator] | -6% | 15% | -3% | -1% | -1% | -18% | 6% | -28%[2.33 µM]
19 | CN(C)S(=O)(=O)c1cccc(NC(=S)N2CCCCC2CO)c1 (stereo unspecified) | -15% | -2% | 1% | -2% | / | 8% | -8% | 5% | 8%
20 | COc1ccc(C(=O)Nc2ccc3nc(N4CCCCC4)cc(C)c3c2)c(OC)c1 | 9% | 0%&6% | 10%&0% | 1%&-9% | 17%&0% | -4% | -8% | 4% | 5%&49%[59 µM]
21 | COc1cc(-c2nc3cnccn3c2Nc2ccc(C)cc2)ccc1O | 20% | ? | ? | -2% | -9% | -3% | -13% | -6% | 11%[2.33 µM]
22 | O=C(O)c1ccccc1SC1CC(=O)N(c2ccc3c(c2)OCO3)C1=O (stereo unspecified) | ? | -5% | ? | -1% | -29% | 4% | -9% | -6% | 1.6µM*
23 | Cc1ccc(S(=O)(=O)N2C=CC(C(F)(F)F)=NCC2)cc1 | 2% | -6% | 1% | -1% | ? | -4% | 0% | -8% | -3%
24 | CCOC(=O)C1CCN(S(=O)(=O)c2cn(C)cn2)CC1 | 11% | -5% | -1% | -3% | 2% | -8% | -10% | -1% | 22%[12.7 µM]

Molecules shown so far that have two or more sulfur atoms, in the order listed:
# | Molecule | Pol iota inh | Anesthetic bind | Pol beta inh | BLM helicase inh | BAZ2B block | APE1 inh | POLH inh | Pol kappa inh | G9a block
12 | Cc1cccc(C(=O)NCc2nnc(SCC(=O)NC3=NCCS3)n2C)c1 | 47%[activator] | 5% | 1% | -3% | 5% | 98%[activator] | -15% | 4% | -45%
19 | CN(C)S(=O)(=O)c1cccc(NC(=S)N2CCCCC2CO)c1 (stereo unspecified) | -15% | -2% | 1% | -2% | / | 8% | -8% | 5% | 8%

Other compounds follow.
# | Molecule | Pol iota inh | Anesthetic bind | Pol beta inh | BLM helicase inh | BAZ2B block | APE1 inh | POLH inh | Pol kappa inh | G9a block
25 | CCCSc1nnc2n(-c3ccc(OC)cc3)c(=O)c3c4c(sc3n12)COC(C(C)C)C4 (stereo unspecified) | 1% | -7% | 0% | -7% | -1% | / | -3% | -3% | -15%[59 µM]
26 | CC(=O)C1=C(c2ccccc2)NC(=O)NC1c1cccs1 (stereo unspecified) | 36%[activator] | -6% | 9% | -9% | 20% | 9% | -2% | -1% | /
27 | CCn1c(SCC(=O)NC2CCS(=O)(=O)C2)nnc1-c1ccccc1 (stereo unspecified) | 102%[activator] | 1% | 12% | 3% | 0% | 1% | 2% | -6% | 2%
28 | CCC(C)c1ccccc1NC(=O)C(C)Sc1n[nH]c(N)n1 (stereo unspecified) | 14% | / | / | / | 2% | 3% | -3% | 14% | 7%[2.33 µM]
29 | CCOc1cc(S(=O)(=O)NC2CCCCC2)ccc1F | 30% | -19% | -2% | -2% | 0% | 1% | -16% | -1% | -4%[12.7 µM]
30 | O=C(NCCCN1CCOCC1)c1ccc(NC(=O)C2COc3ccccc3O2)cc1 (stereo unspecified) | 53%[activator] | ? | -17% | 1% | -4% | 1% | -14% | -2% | /
31 | O=C(/C=C/c1ccccc1)c1ccc2c(c1)OCO2 | -14% | -6% | 3% | -7% | 12% | 0% | ? | 12% | 34%
32 | Cc1cc(NC(=O)CSCC(=O)OCC(=O)Nc2ccc(OC(F)F)cc2)no1 | 27% | / | / | / | 3% | 35% | -24% | -8% | 34%[activator][12.7 µM]

Entries of single compounds as entered above.
`CCn1c(SCC(=O)NC2CCS(=O)(=O)C2)nnc1-c1ccccc1` (stereo unspecified) is listed as Pol iota inh: 102%[activator]; Anesthetic bind: 1%; Pol beta inh: 12%; BLM helicase inh: 3%; BAZ2B block: 0%; APE1 inh: 1%; POLH inh: 2%; Pol kappa inh: -6%; G9a block: 2%
`O=C(/C=C/c1ccccc1)c1ccc2c(c1)OCO2` is listed as Pol iota inh: -14%; Anesthetic bind: -6%; Pol beta inh: 3%; BLM helicase inh: -7%; BAZ2B block: 12%; APE1 inh: 0%; POLH inh: ?; Pol kappa inh: 12%; G9a block: 34%

Following part
# | Molecule | Pol iota inh | Anesthetic bind | Pol beta inh | BLM helicase inh | BAZ2B block | APE1 inh | POLH inh | Pol kappa inh | G9a block
33 | CSc1ncccc1C(=O)N1CCCC(C(=O)c2ccc3ccccc3c2)C1 (stereo unspecified) | 32%[activator] | -11% | -7% | -3% | -15% | 4% | -17% | 0% | /
34 | CCC1(C)Cc2c(sc3nc(SCC(=O)O)[nH]c(=O)c23)CO1 (stereo unspecified) | 16% | -6% | -16% | 0% | -13% | -2% | 4% | -1% | ?
35 | O=c1c2ccccc2c(/C=N/c2n[nH]c(CCCO)n2)c(O)n1-c1ccccc1Cl | -8% | 60%[activator] | 2% | -1% | -24% | -3% | -4% | -19% | -22%
36 | CN(c1ccccc1)S(=O)(=O)c1ccc(C(=O)N2CCN(c3ccccc3F)CC2)cc1 | 18% | / | / | / | / | 21% | -25% | -10% | /
37 | COc1ccc(CNS(=O)(=O)c2cc(-c3cc(C)no3)ccc2C)cc1OC | 18% | -6% | 31% | -2% | -13% | 12% | 5% | -2% | 13%[59 µM]
38 | COc1cc(/C=C/c2ccc3cccc(O)c3n2)cc(Br)c1OC | 10% | 3% | 1% | -11% | -24% | -14% | -5% | -15% | 40%
39 | O=C(COC(=O)c1cccc(F)c1)Nc1ccc2c(c1)OCCO2 | 0% | / | / | / | 8% | 6% | -2% | -8% | -24%[59 µM]

Assay outcomes: PubChem BioAssay, National Center for Advancing Translational Sciences (NCATS)

The list is partial; count on the stated rates, not on these rows.
